Compound activity from PubChem BioAssay.
CHRM4 PAM = positive allosteric modulators of human muscarinic M4 receptor; P08173; 0.4% of 360,000 active; CHO-K1 hM4/Gqi5, Fluo-8 calcium fluorescence, ACh EC20; 0% = ACh EC20, 100% = maximal ACh; AID 624126; activation, % at 3 µM;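 active = activation above its plate's cutoff, the mean activation of sample wells plus 3 SD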; also: some results filed as inactive read as strong as hits
M4 antag = blocks acetylcholine activation of human M4 receptor. 0.73% of 360,000 active. AID 624125. inhibition, % at 3 µM. P08173. CHO-hM4 cells, ACh EC80, Fluo-8 calcium fluorescence;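 active = inhibition above its plate's cutoff, the mean inhibition of sample wells plus 3 SD, cut at about 27% in these data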;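 also: 0% = acetylcholine EC80 with DMSO and 100% = DMSO without agonist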
CHO-K1 Ca ag = counter-screen for M1 agonists: effect in parental CHO-K1 cells; Fluo-8 calcium fluorescence; scaled to maximal ATP response, vehicle zero; activation, % at 3 µM; 0.48% of 360,000 active; AID 602248; in the data active = activation above about 15%;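 also: untransfected CHO-K1 host cells lacking M1 receptor as counterscreen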
CHRM5 PAM = potentiates acetylcholine response at human M5 receptor; CHO-K1 hM5, Fluo-8 calcium, ACh EC20 PAM; 0% = ACh EC20, 100% = ACh EC100; AID 624038; activation, % at 3 µM; 0.3% of 360,000 active; P08912;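 active = activation above the run cutoff, the mean activation of all test compounds plus 3 SD, cut at about 18% in these data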
Target sequence (P08912 whole entry, looked up): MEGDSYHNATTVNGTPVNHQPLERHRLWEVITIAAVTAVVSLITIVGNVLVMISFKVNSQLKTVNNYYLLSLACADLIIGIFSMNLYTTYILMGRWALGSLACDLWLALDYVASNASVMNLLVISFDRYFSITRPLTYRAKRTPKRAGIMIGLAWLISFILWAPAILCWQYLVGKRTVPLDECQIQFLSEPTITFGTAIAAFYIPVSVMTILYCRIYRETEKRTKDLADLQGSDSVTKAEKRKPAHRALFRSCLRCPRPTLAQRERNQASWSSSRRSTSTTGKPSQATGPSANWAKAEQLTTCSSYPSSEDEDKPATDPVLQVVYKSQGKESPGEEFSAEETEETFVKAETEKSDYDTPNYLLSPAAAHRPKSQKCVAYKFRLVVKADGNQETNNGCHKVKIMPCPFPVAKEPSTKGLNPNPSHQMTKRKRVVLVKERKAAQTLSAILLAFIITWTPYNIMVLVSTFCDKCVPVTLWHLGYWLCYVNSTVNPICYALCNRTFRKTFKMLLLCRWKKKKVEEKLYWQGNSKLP
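System – CHO-K1 hM5 cells · Compound – 3 µM, single dose · Incubation – compound preincubation 140 s before EC20 acetylcholine addition · Technique – Fluo-8 calcium fluorescence · Measure – Max/basal fluorescence ratio as % of EC20–EC100 ACh window · Benchmarks – low control EC20 acetylcholine (0%), high control EC100 acetylcholine (100%) · Replication – singlicate, one well per test compound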
M4 ag = agonists of human muscarinic M4 receptor (CHRM4). P08173. CHO-K1 hM4/Gqi5, Fluo-8 calcium fluorescence; vehicle 0%, full acetylcholine response 100%. activation, % at 3 µM. 0.14% of 360,000 active. AID 624127;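 active = activation above the run mean over all test wells plus 3 SD, cut at about 32% in these data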;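 also: peak over basal fluorescence ratio per well then scaled between controls; 0% = DMSO wells and 100% = acetylcholine at EC100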
M1 PAM parental = nonselective activator or artifact in parental CHO-K1 calcium assay. ATP EC20, Fluo-8 calcium fluorescence; 0% at ATP EC20, 100% at ATP max. activation, % at 3 µM. 0.02% of 360,000 active. AID 602247;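 active = activation above the run cutoff, the mean activation of all test compounds plus 3 SD, cut at about 40% in these data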;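 also: peak over basal fluorescence ratio in a 140 s read after ATP addition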
M5 ag = CHRM5 agonism in calcium assay. CHO-K1 hM5 cells, Fluo-8 calcium fluorescence; 0% DMSO wells, 100% maximal acetylcholine response. activation, % at 3 µM. 0.19% of 360,000 active;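 active = activation above the run's mean over test compounds plus 3 SD, cut at about 23% in these data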;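 also: signal is peak over basal fluorescence ratio across the kinetic read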
CHO-K1 Ca antag = counter-screen for M1 antagonists: effect in parental CHO-K1 cells; ATP-induced calcium, Fluo-8 fluorescence; inhibition, % at 3 µM; 0.6% of 360,000 active; AID 602250;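 active = inhibition above a per-plate cutoff, the plate's mean sample inhibition plus 3 SD, cut at about 24% in these data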;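 also: 0% = DMSO plus EC80 ATP and 100% = DMSO alone without ATP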
CHRM5 antagonist = CHRM5 antagonism in calcium assay. P08912. CHO-hM5 cells, Fluo-8 calcium fluorescence, ACh EC80. inhibition, % at 3 µM. 0.59% of 360,000 active;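 active = inhibition above a per-plate cutoff, the mean of that plate's test compounds plus 3 SD, cut at about 27% in these data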;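 also: 0% = acetylcholine EC80 with DMSO and 100% = DMSO without agonist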
* = called active by the depositor.

Sample of the layout:
SMILES	CHRM4 PAM	M4 antag	CHO-K1 Ca ag	CHRM5 PAM	M4 ag	M1 PAM parental	M5 ag	CHO-K1 Ca antag	CHRM5 antagonist
CCCCCn1c(=O)c(C(=O)NCc2ccccn2)c(O)c2ccccc21	4	-1	0.5	12	0	20	-2	-18	-2
CCCCCCN1CCN(c2ccccc2Cl)CC1	5	-6	1.1	2	2	14	-11	-5	-6
Cc1cccc(NP(=O)(Oc2ccccc2F)Oc2ccccc2F)c1	-18	25	2.9	-14	8	0	0	11	18
CC(=O)OC1(c2ccccc2)CCN(C2CCCCC2)CC1C (stereo not drawn)	-17	20	3.8	-21	15	4	-1	-1	15
CCOc1ccc(N2C(=O)NC(=O)/C(=C\c3ccc(N4CCCCC4)o3)C2=O)cc1	-6	10	4.0	3	2	23	1	-3	-1
CC(=O)OC1C(O)C(C)OC(OC2C(OC(=O)C3CCC4C(C3)OC3(CC(OC(=O)/C=C/c5ccccc5)C(C)CO3)C43CO3)OC(C)C(O)C2OC(C)=O)C1O (stereo not drawn)	-3	-2	0.6	-6	0	0	2	-3	3
CN1C2CCC1CC(=NO)C2	-4	-4	-0.1	2	0	1	-3	-3	2
CN(Cc1c[nH]c2ccccc12)C1CCCCC1	-10	-10	-0.3	-6	3	18	-3	-1	-3
O=C(NCc1ccccc1)c1cccn(Cc2cccc(Cl)c2)c1=O	3	-3	6.2	4	2	15	-3	0	3
O=C1NC(=O)N(Cc2ccccc2)C(=O)/C1=C\N1CCCc2ccccc21	-4	-4	3.2	-4	3	8	4	0	8
CCCNC(=O)Cn1cnc2sc(C(=O)N3CCC4(CC3)OCCO4)c(C)c2c1=O	5	8	0.1	0	1	0	-3	-3	8
COC(=O)C1=C(c2cccc(OC)c2OC)C[C@@H]2CC[C@H]1N2C(=O)NCCS(C)=O (stereo partly drawn)	6	1	0.3	4	1	16	3	-12	5
Cc1cc(OCCCC(=O)NCc2cccs2)ccc1Cl	-5	-10	5.2	-6	5	16	-1	-9	4
O=C(O)C1C2CCC(O2)C1C(=O)Nc1cccc(Br)c1 (stereo not drawn)	-7	3	0.6	0	-1	-5	3	0	10

Main list, from the first entry:
SMILES	CHRM4 PAM	M4 antag	CHO-K1 Ca ag	CHRM5 PAM	M4 ag	M1 PAM parental	M5 ag	CHO-K1 Ca antag	CHRM5 antagonist
CCCCCn1c(=O)c(C(=O)NCc2ccccn2)c(O)c2ccccc21	4	-1	0.5	12	0	20	-2	-18	-2
CCCCCCN1CCN(c2ccccc2Cl)CC1	5	-6	1.1	2	2	14	-11	-5	-6
Cc1cccc(NP(=O)(Oc2ccccc2F)Oc2ccccc2F)c1	-18	25	2.9	-14	8	0	0	11	18
CC(=O)OC1(c2ccccc2)CCN(C2CCCCC2)CC1C (stereo not drawn)	-17	20	3.8	-21	15	4	-1	-1	15
CCOc1ccc(N2C(=O)NC(=O)/C(=C\c3ccc(N4CCCCC4)o3)C2=O)cc1	-6	10	4.0	3	2	23	1	-3	-1
CC(=O)OC1C(O)C(C)OC(OC2C(OC(=O)C3CCC4C(C3)OC3(CC(OC(=O)/C=C/c5ccccc5)C(C)CO3)C43CO3)OC(C)C(O)C2OC(C)=O)C1O (stereo not drawn)	-3	-2	0.6	-6	0	0	2	-3	3
CN1C2CCC1CC(=NO)C2	-4	-4	-0.1	2	0	1	-3	-3	2
CN(Cc1c[nH]c2ccccc12)C1CCCCC1	-10	-10	-0.3	-6	3	18	-3	-1	-3
O=C(NCc1ccccc1)c1cccn(Cc2cccc(Cl)c2)c1=O	3	-3	6.2	4	2	15	-3	0	3
O=C1NC(=O)N(Cc2ccccc2)C(=O)/C1=C\N1CCCc2ccccc21	-4	-4	3.2	-4	3	8	4	0	8
CCCNC(=O)Cn1cnc2sc(C(=O)N3CCC4(CC3)OCCO4)c(C)c2c1=O	5	8	0.1	0	1	0	-3	-3	8
COC(=O)C1=C(c2cccc(OC)c2OC)C[C@@H]2CC[C@H]1N2C(=O)NCCS(C)=O (stereo partly drawn)	6	1	0.3	4	1	16	3	-12	5
Cc1cc(OCCCC(=O)NCc2cccs2)ccc1Cl	-5	-10	5.2	-6	5	16	-1	-9	4
O=C(O)C1C2CCC(O2)C1C(=O)Nc1cccc(Br)c1 (stereo not drawn)	-7	3	0.6	0	-1	-5	3	0	10
CCc1ccccc1N1C(=O)NC(=O)/C(=C\c2cc(C)n(C)c2C)C1=O	-2	-1	1.1	-1	0	13	0	-1	3
NC(=O)CN1CC(c2ccccc2)CC1=O (stereo not drawn)	7	-4	1.1	4	1	17	-1	-11	-3
CCCCCn1c(=O)c(C(=O)Nc2nc3ccccc3[nH]2)c(O)c2ccccc21	2	-2	-0.4	5	0	-13	2	0	-3
c1cncc(CNC2CCCCC2)c1	1	-2	0.8	5	0	18	-4	-16	-3
Cn1c(O)c(/C=C2\N=c3ccccc3=C2CCNC(=S)NC2CC2)c(=O)n(C)c1=O	2	-7	0.8	4	2	0	-3	-3	1
C[C@H]1CCC/C=C/[C@@H]2C[C@H](O)C[C@H]2[C@@H](O)/C=C/C(=O)O1	-2	-8	-0.1	1	0	-3	0	-2	3
CNC(=O)O/N=C/c1nn(C(=O)C(C)(C)C)cc1Br	-15	7	5.0	-10	14	9	3	-4	16
ClC1=C(Cl)C2(Cl)C3C(Cl)C=CC3C1(Cl)C2(Cl)Cl (stereo not drawn)	3	-2	0.3	1	1	11	3	-23	-3
CC(C)(C)P(=O)(N1CCOCC1)N1CCOCC1	1	0	1.1	-3	3	1	2	-13	8
C[C@]12CCC3C(CC[C@H]4C[C@@H](O)CC[C@]34C)C1CC[C@@]2(O)C(F)(F)F (stereo partly drawn)	-4	2	1.4	-4	2	14	-1	-9	10
O=C(NC1CCCCC1)N1Cc2cc(-c3ccccc3)ccc2-n2nncc2C1	-5	2	1.9	-7	4	15	-5	1	4

Only CHRM5 PAM, for 2 of the compounds above:
SMILES | CHRM5 PAM
CCCNC(=O)Cn1cnc2sc(C(=O)N3CCC4(CC3)OCCO4)c(C)c2c1=O | 0
COC(=O)C1=C(c2cccc(OC)c2OC)C[C@@H]2CC[C@H]1N2C(=O)NCCS(C)=O (stereo partly drawn) | 4

(cont.)
SMILES	CHRM4 PAM	M4 antag	CHO-K1 Ca ag	CHRM5 PAM	M4 ag	M1 PAM parental	M5 ag	CHO-K1 Ca antag	CHRM5 antagonist
O=c1[nH]c2ccccc2n1C1CCN(Cc2ccc(-c3nc4ccccc4nc3-c3ccccc3)cc2)CC1	3	6	2.2	-22	14	15	32*	-18	26
COc1cccc(-n2c(/C=C/c3ccc(O)c(O)c3)nc3ccccc3c2=O)c1	6	7	1.7	-4	5	-18	6	25*	9
CC(C)CC(=O)NC(Oc1ccc(Cl)cc1)C(Cl)(Cl)Cl (stereo not drawn)	-8	-13	-0.4	-22	-2	0	-6	12	6
CCOP(=O)(OCC)C(NC(=O)NC)C(N)=O (stereo not drawn)	-1	39*	0.3	3	-1	2	4	-11	3
CCCCN=Cc1c(O)n(-c2c(C)cc(C)cc2C)c(=O)[nH]c1=O	-3	10	1.3	0	1	24	-1	-10	3
O=c1[nH]c(Cl)ccc1CN1CCOCC1	2	-15	0.1	1	0	16	4	-14	3
C[C@]12CCC(=O)C=C1CC[C@@H]1[C@@H]2CC[C@]2(C)C(=O)CC[C@@H]12	0	-35	0.9	-3	5	10	1	-4	-5
CC1CN(c2ccc([N+](=O)[O-])c(N3CCCCC3)c2)CCN1 (stereo not drawn)	1	1	2.2	4	4	10	-13	-3	10
C=C(CO)CC1CC(O)[C@]2(C)OC3CC4OC5C[C@]6(C)O[C@]7(C)CCC8OC9C[C@]%10(C)OC%11C(C)=CC(=O)OC%11CC%10OC9C[C@@H](C)C8OC7CC6O[C@]5(C)C/C=C\C4OC3CC2O1 (stereo partly drawn)	7	-10	0.3	3	0	19	6	-9	3
O=C(N/N=C/c1c(O)n(CCC2=CCCCC2)c(=S)[nH]c1=O)c1ccccc1	7	8	-1.0	-6	0	18	-1	0	10
CC(=O)c1cccc(NC(=O)N2C[C@H]3C[C@@H](C2)c2cccc(=O)n2C3)c1	-5	9	0.0	0	0	-18	0	29*	5

A portion of the library; count on the stated rates, not on these rows.
